Screens deposited in PubChem by National Center for Advancing Translational Sciences (NCATS).
DT40 TDP1 CPT – growth inhibition of DT40 Tdp1-/-;hTDP1 cells with camptothecin (screen for TDP1 inhibitors). Potency, µM (doses to about 46.2 µM), inactives show at the top dose activity change, negative = growth inhibition, usual class: inhibitors. 420,000 compounds, 12% hits. chicken DT40 Tdp1-/-;hTDP1 cells + 20 nM CPT, ATP luminescence, 48 h; further: nearly all actives have a fitted effect of over 55% in size
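Chicken DT40 Tdp1-/- cells complemented with human TDP1, 400 cells/well, exposed to compounds plus 20 nM camptothecin for at least 48 h at 37 C; viability read as ATP content by CellTiter-Glo luminescence.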
TDP1 cell noCPT – qHTS for Inhibitors of human tyrosyl-DNA phosphodiesterase 1 (TDP1): qHTS in cells in absence of CPT | DT40 Tdp1-/- hTDP1 cells, no CPT, ATP luminescence, 48 h | Potency, µM (highest dose often 46.2 µM), without a hit: at the top dose activity change, negative = growth inhibition, usual class: inhibitors | 420,000 compounds, 15% hits; further: nearly all actives have a fitted effect of over 55% in size
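Compound effects on proliferation are scored in DT40 Tdp1-/-;hTDP1 cells in the absence of CPT. ATP levels (CellTiter-Glo luminescence) are recorded after a ≥48 hr, 37 °C incubation.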
TDP1 inh – blocks human tyrosyl-DNA phosphodiesterase 1; Q9NUW8; Potency, µM (highest dose often 130 µM), inactives show at the top dose activity change, negative = inhibition, actives largely listed as inhibitors; 350,000 compounds, 0.28% hits; recombinant TDP1, AlphaScreen DNA substrate cleavage; AID 485290; further: nearly all actives have a fitted effect of over 40% in size
Target sequence (Q9NUW8 whole entry, looked up): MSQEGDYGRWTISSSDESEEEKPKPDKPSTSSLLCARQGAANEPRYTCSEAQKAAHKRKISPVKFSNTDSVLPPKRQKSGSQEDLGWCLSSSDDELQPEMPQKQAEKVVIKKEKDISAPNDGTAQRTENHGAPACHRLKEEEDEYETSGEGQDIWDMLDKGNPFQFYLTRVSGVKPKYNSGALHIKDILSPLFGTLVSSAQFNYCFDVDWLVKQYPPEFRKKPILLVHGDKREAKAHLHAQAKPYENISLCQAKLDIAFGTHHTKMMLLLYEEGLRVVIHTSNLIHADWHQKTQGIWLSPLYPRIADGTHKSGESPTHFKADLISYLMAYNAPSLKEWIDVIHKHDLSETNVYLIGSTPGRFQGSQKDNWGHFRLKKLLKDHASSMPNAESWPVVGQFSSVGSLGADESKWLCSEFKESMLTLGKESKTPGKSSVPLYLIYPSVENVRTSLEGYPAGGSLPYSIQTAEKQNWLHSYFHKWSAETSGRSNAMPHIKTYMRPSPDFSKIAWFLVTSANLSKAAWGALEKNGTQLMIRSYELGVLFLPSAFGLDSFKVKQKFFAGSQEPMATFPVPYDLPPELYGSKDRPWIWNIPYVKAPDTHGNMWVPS
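AlphaScreen read-out: signal falls as enzyme removes the 3' tyrosine-FITC from a 5'-biotinylated DNA oligo (15 nM, 5 min, RT). Enzyme was E. coli-made recombinant Tdp1 at 1 nM, exposed to compound for 15 min beforehand; beads 10 ug/ml, 10 min.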
The depositor's hits bear a star; ? = inconclusive; · = not tested or not shown; & = joins results of further samples; [ ] = dose if it differs, or a comment. The call rests on the fitted dose curve; in most records, active means well fitted curve in the direction sought with a large enough effect; inconclusive means small, poorly fitted or top-dose-only effect, or another doubt; inactive means no such curve, though single readings can be large; an effect the other way counts as inactive or inconclusive. On the % scale 0 is the no-effect control and ±100 the full control effect; potency means the concentration at half of the fitted maximal effect.

SMILES	DT40 TDP1 CPT	TDP1 cell noCPT	TDP1 inh
COc1cc(C)c(Cl)cc1S(=O)(=O)NCc1ccccn1	-10%	10%	·
O=C(CSCc1ccccc1)Nc1ccc(Cl)cn1	-1%	-1%	0%
CCCc1cc(=O)[nH]c2nnc(SCC(=O)NC3CCCC3)n12	-2%	11%	·
O=C(c1ccccc1)c1coc2ccc(O)c(Cl)c12	-24%	-9%	-3%
COc1cc(OC)c(N(C)C(=O)c2cc3c(s2)-c2ccccc2OC3)cc1Cl	13µM*	23µM*	0%
O=C1NCCNC(=O)c2ccccc2OCCOc2ccccc21	?	?	-1%
Brc1ccccc1OCCCn1cnc2ccccc21	?	-26%	6%
CCOc1cccc(OCCn2cnc3ccccc3c2=O)c1	15%	-1%	0%
CC1=C(c2ccc(C)c(C)c2)S(=O)(=O)N(Cc2ccc(C(=O)NCc3ccccc3F)cc2)C1=O	?	?	1%
CCC(=O)N1CCc2cc(Br)cc(S(=O)(=O)CCC(=O)NCCc3ccc(Cl)cc3)c21	-27%	?	6%
O=C(NCCn1cc(SCc2ccc(C(F)(F)F)cc2)c2ccccc21)c1cccs1	?	?	5%
O=C(c1ccc2c(=O)n(CCc3ccccc3)c(=O)[nH]c2c1)N1CCN(c2ccc(F)cc2)CC1	12µM*	13µM*	3%&6%
Cc1cccc(NC(=O)Cn2c(=O)n(CCCS(=O)(=O)C3CCCCC3)c(=O)c3ccccc32)c1	-8%	?	0%[12.3 µM]
CC(C)(C)n1nnnc1C(c1ccccc1F)N(Cc1ccco1)CC1CCCO1 (stereo not drawn)	?	?	0%
Cc1ccc2nc(COc3ccccc3NC(=O)COc3ccc(F)cc3)cc(=O)n2c1	0%	-13%	3%
CC(C)c1ccc(S(=O)(=O)NCc2nc3cccnc3n2Cc2ccc(F)cc2)cc1	?	?	-4%
CC(CC(=O)N1CCN(c2ccccc2F)CC1)c1ccccc1 (stereo not drawn)	-1%	-22%	5%
CC1=C2C3OC(=O)C(C)[C@@H]3CC[C@](C)(O)C2C2C3C4C5(C12)[C@H]1OC(=O)[C@@H](C)C1CC[C@]4(C)O[C@]5(C)[C@@H]3O (stereo partly drawn)	1%	-1%	-5%
COc1ccccc1CCNC(=O)C(C)n1nc(C)c2c(C)n(-c3ccccc3)nc2c1=O (stereo not drawn)	-24%	10%	3%
COc1ccc(CNC(=O)Nc2ccccc2)cc1	?	?	5%
COc1ccc(-c2nc3cnc(Nc4ccccc4)nc3n(C[C@H]3CCCO3)c2=O)cc1	5%	8%	·
CCCNC(=O)C1(C)CCN(C(=O)c2sccc2C)C1 (stereo not drawn)	1%	2%	·
NC(=O)CSc1nnc(-c2ccccc2F)n1C1CC1	9%	2%	4%[0.0935 µM]
Cc1ccc(C2SCC(=O)N2c2ccccc2)cc1 (stereo not drawn)	11%	8%	1%
CCN(CC)S(=O)(=O)c1ccc(F)c(C(=O)NCCCN2CCOCC2)c1	-6%	-2%	0%
Carrying on:
SMILES	DT40 TDP1 CPT	TDP1 cell noCPT	TDP1 inh
CN(C)c1ccc(C=Nc2ccccc2)cc1	25%	-6%	3%
CC(=O)c1ccc(OC2OCCOC2Oc2ccc(C(C)=O)cc2)cc1 (stereo not drawn)	?	-27%	5%
O=C(NCc1ccccc1Cl)c1ccc(NC(=O)N2CCCCc3ccccc32)cc1	-3%	-9%	8%
Cc1cccc(NC(=O)CN2C(=O)c3ccccc3Sc3ncccc32)c1C	?	?	-3%
COc1cc(OC)cc(C(=O)N[C@@H](CCSC)c2nc3ccccc3[nH]2)c1	?	?	5%
Cc1cccc(C)c1NC(=O)CN(C)C(=O)c1cc(S(=O)(=O)N(C)C)ccc1N1CCCC1	15%	8%	·
CCCN(CCC)c1nn2c(=O)c(C(=O)NCc3cccc(OC)c3)cnc2s1	?	16µM*	2%
O=C(CN1C(=O)NC2(CCc3ccccc32)C1=O)NCC(F)(F)F (stereo not drawn)	24%	-4%	4%
c1coc(CNc2nc(NCc3ccco3)c3ccccc3n2)c1	11µM*	13µM*	·
COCCCN1C(=O)c2ccc(C(=O)OCC(=O)NCc3cccc(OC)c3)cc2C1=O	-5%	6%	-2%
Fc1cccc(F)c1-c1nc(-c2ccncc2)no1	-4%&-1%	-2%&3%	0%
N#CC12CCCCC1CC1CCCCC1(C#N)N2Cc1ccccn1 (stereo not drawn)	2%	-29%	2%
CN1CCN(CCCNC(=O)c2ccc3c(=O)n(CCc4ccccc4)c(=O)[nH]c3c2)CC1	-3%	?	-13%
COc1cc(NC(=O)c2ccccc2OCc2ccccc2)cc(OC)c1OC	?	16µM*	·
O=S(=O)(NCC(O)c1ccccc1)c1cc(Cl)sc1Cl (stereo not drawn)	?	?	2%
C/C(=C1/C=Nc2ccccc21)c1ccc(N(C)C)cc1	7.9µM*	10µM*	·
Nc1nc(Sc2ccc([N+](=O)[O-])cc2[N+](=O)[O-])n[nH]1	?	?	·
CCOC(=O)c1ccccc1NC1c2ccccc2C(=O)N1C1CCN(C(=O)OCC)CC1 (stereo not drawn)	?	16µM*	-8%
CCc1cccc(NC(=O)COC(=O)c2cc([N+](=O)[O-])ccc2N2CCOCC2)c1	?	?	6%
COc1ccc(OC)c(C2=NOC(C(=O)Nc3cccnc3)C2)c1 (stereo not drawn)	12%	4%	-3%
O=C1c2ccccc2C(=O)N1CCc1c(-c2ccccc2)[nH]c2ccccc12	?	15µM*	·
COc1ccc(C(C(=O)NC(C)(C)C)n2c(=O)c(-c3ccco3)nc3ccccc32)cc1 (stereo not drawn)	?	23µM*	·
Fc1ccccc1C1CC(c2ccco2)=Nc2ccccc2S1 (stereo not drawn)	?	13µM*	·
Cc1ccc(S(=O)(=O)N(C)C[C@H]2OCCCC[C@@H](C)Oc3ccc(N(C)C)cc3C(=O)N([C@H](C)CO)C[C@@H]2C)cc1	?	21µM*	·
CCC(C)N(C(=O)COC(=O)c1cc([N+](=O)[O-])ccc1N1CCOCC1)C1CCS(=O)(=O)C1 (stereo not drawn)	4%	4%	·

At a glance, part of the list above.
SMILES	DT40 TDP1 CPT	TDP1 cell noCPT	TDP1 inh
CN(C)c1ccc(C=Nc2ccccc2)cc1	25%	-6%	3%
CC(=O)c1ccc(OC2OCCOC2Oc2ccc(C(C)=O)cc2)cc1 (stereo not drawn)	?	-27%	5%
O=C(NCc1ccccc1Cl)c1ccc(NC(=O)N2CCCCc3ccccc32)cc1	-3%	-9%	8%
Cc1cccc(NC(=O)CN2C(=O)c3ccccc3Sc3ncccc32)c1C	?	?	-3%
COc1cc(OC)cc(C(=O)N[C@@H](CCSC)c2nc3ccccc3[nH]2)c1	?	?	5%
Cc1cccc(C)c1NC(=O)CN(C)C(=O)c1cc(S(=O)(=O)N(C)C)ccc1N1CCCC1	15%	8%	·
CCCN(CCC)c1nn2c(=O)c(C(=O)NCc3cccc(OC)c3)cnc2s1	?	16µM*	2%

Individual results from above:
c1coc(CNc2nc(NCc3ccco3)c3ccccc3n2)c1 in DT40 TDP1 CPT has 11µM*
Cc1cccc(C)c1NC(=O)CN(C)C(=O)c1cc(S(=O)(=O)N(C)C)ccc1N1CCCC1 in TDP1 cell noCPT has 8%
COc1ccc(C(C(=O)NC(C)(C)C)n2c(=O)c(-c3ccco3)nc3ccccc32)cc1 (stereo not drawn) in TDP1 cell noCPT has 23µM*

(next part)
SMILES	DT40 TDP1 CPT	TDP1 cell noCPT	TDP1 inh
CS(=O)(=O)Nc1c(O)ccc2c1CCCC2C1=NCCN1 (stereo not drawn)	-5%	11%	10%
Cc1ccc(NC(=O)COC(=O)c2ccccc2OCC(=O)Nc2ccc(Br)cc2)c(C)c1	?	?	·
COc1ccc(NC(=O)CSc2nc3[nH]ncc3c(=O)n2-c2ccccc2C)cc1OC	-15%	-28%	8%
CCN(CC(=O)Nc1c(F)cccc1F)C(=O)Cc1cccs1	20%	-19%	·
CCOC(=O)C1=C(O)C(=O)N(c2ccc(S(N)(=O)=O)cc2)C1c1ccc(OC)cc1OC (stereo not drawn)	0%	1%	3%
O=C(N/N=C/c1c[nH]c2ccccc12)c1ccncc1	31%[activator]	-12%	3%
Cc1nn2c(=O)cc(CSc3ccccc3NC(=O)c3ccccc3F)nc2s1	-3%	0%	0%
Cc1ccc(S(=O)(=O)N/N=C/c2ccc(OC3CSC3)cc2)cc1	-28%	?	3%
COc1ccc(S(=O)(=O)N2CCN(Cc3ccc4c(c3)OCO4)CC2)c2ccccc12	?	?	-2%
O=S(=O)(c1c(F)cccc1F)N1CCN(Cc2c(O)ccc3ccccc23)CC1	0%	6%	1%
CCCCNC(=O)c1cccc(S(=O)(=O)N2CC3(C)CC2CC(C)(C)C3)c1 (stereo not drawn)	?	?	0%
COCCNC(=S)Nc1cc(OC)c(NC(=O)c2ccco2)cc1OC	-11%	-2%	-6%
N#Cc1ccc(C(=O)NC23CC4CC(CC(C4)C2)C3)cc1	3%	-15%	·
Nc1nnnn1/N=C/c1cccc(Br)c1	-3%	-17%	·
O=S(=O)(Nc1cccc2nsnc12)c1ccccc1	-4%	-5%	3%
COc1ccc(-c2sc3ccc(OC)cc3c2C#Cc2cncn2C)cc1	?	?	2%
Cn1c(C(=O)NCc2ccccn2)cc2c(=O)n(C)c3ccccc3c21	0.58µM*	?	7%
COCCNc1nc(C)cc(-c2cc(-c3ccc(Cl)cc3)on2)n1	?	?	0%
O=C(CCl)N1N=C(c2ccco2)CC1c1ccco1 (stereo not drawn)	9.2µM*	13µM*	-18%
COc1ccc2c(-c3cc4ccc(OCc5ccc(F)cc5)cc4oc3=O)cc(=O)oc2c1	7.3µM*	12µM*	0%
CCC(C)NC(=O)CCC(=O)N1Cc2ccccc2Oc2ncccc21 (stereo not drawn)	-11%	-15%	2%
O=C(N[C@@H]1CC[C@@H](CCn2cc(-c3ccccc3)nn2)O[C@@H]1CO)c1cnccn1	14%	-1%	·
CCc1ccc(OCC(=O)N(Cc2ccc(C)cc2)Cc2ccco2)cc1	?	21µM*	-1%
CN(Cc1ccccc1)S(=O)(=O)c1ccc(NC(=S)NC(=O)C(C)(C)C)cc1	21µM*	16µM*	3%
C[C@H](CO)N1C[C@H](C)[C@@H](CN(C)Cc2ccc(C(=O)O)cc2)Oc2c(NC(=O)C3CC3)cccc2C1=O	1%	-6%	2%
The list continues.
SMILES	DT40 TDP1 CPT	TDP1 cell noCPT	TDP1 inh
O=C(COc1ccc2c3c(c(=O)oc2c1)CCCC3)NCCN1CCOCC1	-5%	-22%	3%
Cc1ccc(-n2cc(-c3ccccc3)c3c(=O)[nH]cnc32)cc1	-5%	-21%	8%
Oc1c(C=Nc2ccccc2)sc(=S)n1Cc1ccccc1	5%	-28%	-5%
COc1ccccc1Cc1nc2ccccc2nc1SCC(=O)N1CCN(c2ccccc2)CC1	21µM*	23µM*	0%
CCCCCCCn1ccc(=N)cc1	0.52µM*	0.52µM*	5%
CC1(C)CC(=O)C(C=NCC2CCN(C(=S)Nc3ccccc3)CC2)=C(O)C1	-1%	-26%	5%
Cc1cc(Br)ccc1NC(=O)CN(C)C(=O)C1CCN(C(=O)c2ccc(Cl)cc2)CC1	?	?	·
CCOc1ccc(S(=O)(=O)N(C(=O)c2ccco2)c2cc3sc(=O)oc3c3ccccc23)cc1	18µM*	?	11%
COC(=O)c1nnn(-c2nc(N(C)C)nc(N(C)C)n2)c1C	-11%	-14%	0%
CC(C)N1CCNCC1	-6%	0%	6%
CC(C)NC(=O)NC(=O)CSc1nnc(-c2c[nH]c3ccccc23)o1	?	-26%	4%
O=C(Cc1ccccc1)NCc1ccc(F)cc1	-7%	6%	3%
O=C(c1ccc(C(F)(F)F)cc1)C1CCCN(C(=O)c2cnccn2)C1 (stereo not drawn)	?	?	3%
CC1CCc2noc(NC(=O)c3ccccc3[N+](=O)[O-])c2C1 (stereo not drawn)	?	?	12%
COc1ccccc1-c1nccc(NCc2ccccc2)n1	?	?	·
NC(=O)C1Cc2ccccc2CN1C(=O)c1cccc(Oc2ccccc2)c1 (stereo not drawn)	?	?	·
CCN1CCN(Cc2nc3c(c(=O)n(C)c(=O)n3C)n2CC(=O)c2ccccc2)CC1	-4%	1%	7%
O=C(CC1SC2=NCCN2C1=O)Nc1ccc(Br)cc1 (stereo not drawn)	-2%	-2%	2%[56.1 µM]
COc1ccc(NC(=O)CCC(=O)OCc2ccc([N+](=O)[O-])cc2)cc1	-25%	-24%	-8%
COc1cc(OC)cc(C(=O)NC2CCSC2=O)c1 (stereo not drawn)	0%	-11%	4%

Looked up by compound from above, 2 records:
SMILES	DT40 TDP1 CPT	TDP1 cell noCPT	TDP1 inh
CC(C)N1CCNCC1	-6%	0%	6%
Oc1c(C=Nc2ccccc2)sc(=S)n1Cc1ccccc1	5%	-28%	-5%

This is a random part of the collection (roughly 18% active in at least one column).
